From PubChem
Abeta rescue – A-beta toxicity reversal in yeast | 0.063% of 410,000 active | Potency, µM (top dose mostly 46.1 µM), inactives show at the top dose growth rescue, usual class: activators | yeast expressing A-beta42, growth rescue, OD600, 48 h; response scale: 0% DMSO, 100% iron-clioquinol control; also: nearly all actives have a fitted effect of over 55% in size
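Yeast growth medium received pinned compounds, then yeast cells expressing toxic A-beta were added; plates incubated at 30 C for 48 hr. Growth read as absorbance at 600 nm, normalized to DMSO and equimolar FeCl3 plus clioquinol controls.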
FUS suppressor – rescues growth of FUS-expressing yeast. S. cerevisiae FUS-expressing, growth rescue, OD600, 24 h. Potency, µM (series often up to 76.6 µM), inactives show at the highest dose growth rescue (activation), actives largely listed as activators. 0.24% of 390,000 active;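 also: plate controls were DMSO vehicle for no effect and reference control for full effect; nearly all actives have a fitted effect of over 55% in size; some results filed as inactive show a strong effect at the top dose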
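Yeast expressing FUS under galactose induction, OD 0.005 in 2% galactose medium; compounds in a dilution series, 24 h at 30C. Growth rescue by absorbance at 600 nm; CP55940 positive control, DMSO negative.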
* marks the source's active call; other numbers are inactive results; ? = inconclusive; [ ] = remark or other dose. Calls follow the shape of the dose curve; as a rule, active = well fitted activation curve with a large enough effect; inconclusive = small, poorly fitted or top-dose-only effect; inactive = no such curve, though single readings can be large or run the other way. Potency is read from the fitted curve at half-maximal effect.

SMILES	Abeta rescue	FUS suppressor
CCn1c(C)c(C2N3CC4(C)CN2CC(CC)(C3)C4=O)c2ccccc21 (stereo not drawn)	-5%	-3%
Cc1ccc(C2CCN(C(=O)c3cnn(-c4ccccc4Cl)c3C3CCN(C(=O)OC(C)(C)C)CC3)C2)cc1 (stereo not drawn)	2%	?
Cc1nc2ccn(Cc3cccnc3)c(=O)c2cc1C(=O)N1CCN(c2ccccc2F)CC1	-12%	7%
CCOc1cccc(CNC(=O)c2ccc(N3CCCC3)c(NC(=O)NCc3ccccc3)c2)c1	-2%	1%
CCCCc1nn2c(=O)cc(COC(=O)CNC(=O)c3ccccc3C)nc2s1	-7%	21%
Cc1nn2c(=O)cc(COC(=O)C(c3ccccc3)c3ccccc3)nc2s1	-26%	29%
COc1ccc(-c2cn3nc(N4CCC(C(=O)NCc5cccc(Cl)c5)CC4)sc3n2)cc1	-2%	2%
CCOc1cc(CNC(=O)C(NS(=O)(=O)c2cccs2)C(C)C)cc(OCC)c1OCC (stereo not drawn)	11%	22%
N#Cc1c(C(F)(F)F)cc(-c2cccs2)nc1SCc1ccc(F)cc1	-10%	-16%
CCOc1cc(CNC(=O)c2ccc(C)c(NC(=O)c3nsc4ccccc34)c2)ccc1OC	3%	2%
COc1cc(OC)cc(-c2nc3n(n2)C(c2ccccc2)C(C(N)=O)=C(C)N3)c1 (stereo not drawn)	-1%	-27%
Cc1ccc(NC(=O)Cn2c(C)cc(C)c(C#N)c2=O)cc1F	1%	-24%
Cc1cccc(NC(=O)C2CCCN(c3nc4ccccc4s3)C2)c1C (stereo not drawn)	8%	11%
Cn1c(=O)c(=O)n(C)c2cc(S(=O)(=O)N3CCCC3C(=O)Nc3cccc(F)c3)ccc21 (stereo not drawn)	-1%	-13%
Cc1ccc2c(c1)sc1nc(-c3cc4cc(Cl)ccc4oc3=O)cn12	0%	-3%
Cc1ccc2oc(-c3cccc(NC(=O)Cc4ccc(Cl)cc4)c3)nc2c1	-1%	-3%
CCN(CCCNC(=O)c1cc(Nc2ccccc2OC)nc2ccccc12)c1cccc(C)c1	-5%	?
Cc1c(Cl)ccc2sc(N3CCN(C(=O)c4ccco4)CC3)nc12	-21%	?
CN(c1ccc(F)cc1)S(=O)(=O)N1CCCC(C(=O)NCc2ccccc2Cl)C1 (stereo not drawn)	5%	16%
Cc1ccc(Cl)cc1N1CCN(C(=O)c2cc(S(=O)(=O)N3CCCC3)cn2C)CC1	-10%	-15%
COc1ccc(C(=O)Nc2ccc(-c3nc4ncccc4o3)cc2C)cc1Br	-6%	5%
Cc1ccc(NC(=O)Cn2nc(C)c3nn(-c4ccc(Cl)cc4)c(C)c3c2=O)cc1F	?	30%
COc1ccc(-c2cn3cccnc3n2)cc1NC(=O)COc1ccccc1	3%	23%
COc1cc(NC(=O)NCCn2nnc3cc(S(=O)(=O)N(C)C)ccc32)cc(OC)c1	-10%	0%
CN(C)CCNC(=O)c1ccc2nc(CCc3ccccc3)oc2c1	-10%	-23%
O=C(CSc1nc2ncccc2o1)Nc1cccc(C(F)(F)F)c1	13µM*	19%
COc1ccc(-c2cn3nc(N4CCCC(C(=O)NCc5ccccc5C)C4)sc3n2)cc1 (stereo not drawn)	18%	28%
CN1CCN(C(CNC(=O)c2ccccc2F)c2ccc3c(c2)OCO3)CC1 (stereo not drawn)	4%	-16%
CC(C)COc1ccc(C(=O)NCC2OCCc3ccccc32)cc1 (stereo not drawn)	-2%	20%
COc1ccc(C)cc1S(=O)(=O)Nc1cccc(-c2ccc(N3CCC(C)CC3)nn2)c1	-7%	-14%

5 compounds picked at random from the list so far, as already listed:
SMILES	Abeta rescue	FUS suppressor
COc1ccc(C)cc1S(=O)(=O)Nc1cccc(-c2ccc(N3CCC(C)CC3)nn2)c1	-7%	-14%
COc1ccc(-c2cn3cccnc3n2)cc1NC(=O)COc1ccccc1	3%	23%
Cc1ccc(NC(=O)Cn2nc(C)c3nn(-c4ccc(Cl)cc4)c(C)c3c2=O)cc1F	?	30%
O=C(CSc1nc2ncccc2o1)Nc1cccc(C(F)(F)F)c1	13µM*	19%
CC(C)COc1ccc(C(=O)NCC2OCCc3ccccc32)cc1 (stereo not drawn)	-2%	20%

Remaining list, next part:
SMILES	Abeta rescue	FUS suppressor
COc1cccc(-c2cc(C(=O)NCc3ccc(F)cc3)no2)c1	12%	1%
CCC(Sc1nc2cc3c(cc2c(=O)n1CCCC(=O)NCc1ccc2c(c1)OCO2)OCO3)C(=O)NCCCOC (stereo not drawn)	-7%	6%
COc1ccc(Cl)cc1NC(=O)C1CCCN(c2ncnc3onc(C)c23)C1 (stereo not drawn)	10%	39%
Cc1ccccc1Nc1nn2c(=O)c3ccc(C(=O)NCc4cccs4)cc3nc2s1	-10%	10%
CCOc1ccc(CNc2cc(C)nc3nc(-c4cccc(C)c4)nn23)cc1OC	-15%	16%
Cc1ccc(C(=O)Nc2cccc(-c3nc4ccccc4o3)c2)c(Cl)c1	12%	5%
O=c1cc(-c2ccccc2)nc(SCc2nc(-c3ccc(Cl)cc3)no2)[nH]1	-11%	-8%
CCOc1ccc(-c2nn(CC(=O)NC3CCCCC3)c3c2cnc2ccc(C)cc23)cc1	-4%	-23%
O=C(Cn1c(=O)n(Cc2ccc3c(c2)OCO3)c(=O)c2oc3ccccc3c21)Nc1ccccc1F	-42%[inhibitor]	4%
O=C(CSc1nnc(CNC(=O)c2cccc(F)c2)n1-c1ccccc1)Nc1ccccc1F	6%	23%
COc1ccccc1CNC(=O)c1ccc2c(c1)CCN2S(=O)(=O)c1ccccc1	-16%	?
O=C(CNC(=O)c1ccccc1)OCc1cc(=O)n2nc(C3CCCCC3)sc2n1	-4%	6%
CCN(C(=O)CSc1nc2ccccc2n1Cc1ccc(F)cc1Cl)c1ccccc1	-12%	15%
Cc1ccccc1Nc1c(-c2cccc(N(C)C)c2)nc2ccc(Br)cn12	-11%	-11%
COc1ccc(NC(=O)C(NC(=O)/C=C\c2ccc3c(c2)OCO3)c2ccc(C)cc2)cc1 (stereo not drawn)	-6%	-2%
COc1ccc(-c2cn3c(n2)sc2cc(C(=O)NCc4ccccc4OC)ccc23)cc1	10%	2%
COc1cc(NC(=O)N2CCC(CN3CCOCC3)CC2)cc(OC)c1OC	-16%	-6%
COc1ccc(Nc2nnc(-c3ccc(C)c(S(=O)(=O)N4CCN(C)CC4)c3)c3ccccc23)cc1	-6%	4%
COc1ccccc1NC(=O)C(=O)NCC(c1ccc2c(c1)OCO2)N1CCOCC1 (stereo not drawn)	18%	-11%
COc1cccc(OCc2cc(=O)n3cc(C)sc3n2)c1	-1%	-16%

Entries of single compounds as entered above:
`COc1ccccc1NC(=O)C(=O)NCC(c1ccc2c(c1)OCO2)N1CCOCC1` (stereo not drawn) is entered as Abeta rescue: 18%; FUS suppressor: -11%
`COc1ccc(-c2cn3c(n2)sc2cc(C(=O)NCc4ccccc4OC)ccc23)cc1` is entered as Abeta rescue: 10%; FUS suppressor: 2%
`COc1ccc(NC(=O)C(NC(=O)/C=C\c2ccc3c(c2)OCO3)c2ccc(C)cc2)cc1` (stereo not drawn) is entered as Abeta rescue: -6%; FUS suppressor: -2%

Next entries follow.
SMILES	Abeta rescue	FUS suppressor
CCc1cccc(C)c1NC(=O)CSc1nc2ccccc2nc1N1CCOCC1	-36%	32%
COCCOC(=O)c1c(C)oc2c1cc(NS(=O)(=O)c1ccc(Cl)c(C)c1)c1ccccc12	6%	30%
Cc1ccc2c(=O)c(C(=O)c3ccc(Cl)cc3)cn(CC(=O)Nc3ccc4c(c3)OCCO4)c2n1	-34%[inhibitor]	5%
CCc1ccc(S(=O)(=O)c2nnn3c2nc(NCc2cccc(OC)c2)c2cc(Cl)ccc23)cc1	-16%	-4%
COc1ccc(C(=O)COC(=O)c2cc(-c3ccccc3)nc3c(C)cccc23)cc1	5%	-1%
COc1cc(NC(=O)CCc2c(C)nn(-c3ccc(N4CCCCC4)nn3)c2C)cc(OC)c1OC	-7%	21%
COC(=O)c1c(SCC(=O)Nc2ccccc2C(F)(F)F)[nH]c2ccc(Cl)cc2c1=O	-34%	12%
COCCNC(=O)Cc1ccc(NC(=O)N2CCCCc3ccccc32)cc1	-7%	11%
Clc1cccc(CSc2nncn3c2cc2sccc23)c1	-7%	44%
COc1ccc(CCNC(=O)CCn2c(=O)c3cccn3c3ccc(F)cc32)cc1OC	-10%	4%
COc1c(Cl)cc(C(=O)N(Cc2ccc(C)o2)C2CCS(=O)(=O)C2)cc1Cl (stereo not drawn)	-2%	40%
CC(=O)Nc1ccc2nc(-c3cc(C)ccc3C)[nH]c2c1	-29%	-11%
O=c1oc2ccccc2cc1-c1cn2cc(Cc3cc(Cl)ccc3Cl)sc2n1	-8%	15%
CCN(CC)C(=O)Cn1cc(SCC(=O)Nc2cc(OC)ccc2OC)c2ccccc21	-10%	?
COc1cc(C(=O)N2CCc3c([nH]c4ccccc34)C2c2ccc(C)cc2)cc(OC)c1OC (stereo not drawn)	-18%	14µM*
CCOc1ccc(C(=O)N(Cc2ccc(C(C)C)cc2)Cc2ccco2)cc1	5%	28%
O=C(Nc1c(Cl)cccc1Cl)c1cc(-c2ccc3c(c2)OCO3)on1	-3%	-12%
O=C(Nc1sc2c(c1C(=O)NCc1ccco1)CCCC2)c1cc(=O)c2ccccc2o1	-11%	-9%
Cc1ccc(CCNC(c2ccc(F)cc2)c2nnc(-c3ccccc3Cl)o2)cc1 (stereo not drawn)	-12%	35%
CCc1nnc(SCc2nc(-c3ccccc3F)oc2C)c2cc3sccc3n12	-6%	9%
Cc1ccc2c(=O)c(C(=O)c3cccc(Cl)c3)cn(CC(=O)NCc3ccc(F)cc3)c2n1	-8%	-12%
O=C(CSc1nc2c([nH]c3ccccc32)c(=O)n1-c1ccccc1)N1CCCCC1	8%	6%
CC(C)CC(NS(=O)(=O)c1ccc2c(c1)oc(=O)n2C)C(=O)NCCc1ccc(Cl)cc1 (stereo not drawn)	-6%	-14%
CC1=C(C(=O)Nc2cccc(F)c2)C2(CCCCCC2)OC1=O	8%	2%
CCOC(=O)c1ccc(Nc2nc3ccccc3nc2NS(=O)(=O)c2ccc(Cl)cc2)cc1	-14%	-27%
COc1ccccc1C(=O)Nc1ccc(-c2cc(C(F)(F)F)nn2-c2ccccc2)cc1	-14%	?
COc1ccc(-c2cc(C(F)(F)F)c(C#N)c(SCC(=O)Nc3ccc(F)cc3)n2)cc1	-14%	-22%
COc1cc(C2c3c(-c4ccccc4O)n[nH]c3C(=O)N2CCO)ccc1OCC(C)C (stereo not drawn)	-3%	-27%
COc1ccccc1NC(=O)CN1CCCN(S(=O)(=O)c2ccc(Br)cc2)CC1	-12%	?
CCNC(=O)c1c(NC(=O)Cc2coc3ccc(CC)cc23)sc2c1CCCC2	12%	9%
CCN(CC)c1ccc(C(=O)NCc2ccc3c(c2)CCN3C(=O)c2ccccc2)cc1	3%	-2%
Cc1cccc(C)c1NC(=O)C1CCCN1S(=O)(=O)c1cccc2nsnc12 (stereo not drawn)	9%	19%
CCc1cccc(N2C(=O)N(CC(=O)NCc3cccc(OC)c3OC)c3ccccc3S2(=O)=O)c1	-9%	12%
CSc1ncc(C(=O)Nc2c(C)cccc2C)c(-c2ccccc2)n1	-11%	4%
Cc1c(C(=O)N2CCC(C)CC2)c(S(=O)(=O)NCc2ccc(Cl)cc2)c(C)n1C	-1%	30%
Cc1ccc(-n2nc(C)c3c(C)c(CCC(=O)NCc4ccc(Cl)cc4)c(C)nc32)cc1	-8%	-12%
CCCCCc1ccc(-c2ccc(C(=O)Oc3ccc(C(=O)OC)cc3)cc2)nc1	10%	-29%
Cc1ccccc1NC(=O)C(=O)NCC(c1ccc2c(c1)OCO2)N1CCN(c2ccccc2)CC1 (stereo not drawn)	4%	-15%
CC1=Nc2cc(C(=O)NC3CCCCC3)ccc2Sc2ccc(Cl)cc21	-42%[inhibitor]	26%
CSc1ncc(C(=O)NCc2ccccc2Cl)c(C(F)(F)F)n1	16%	-12%
CCc1ccc(CN(C(=O)c2ccc(OC)cc2)C2CCS(=O)(=O)C2)cc1 (stereo not drawn)	1%	7%
O=S(=O)(c1ccc(Br)cc1)c1nc(-c2cccs2)oc1SCc1ccccc1F	-8%	4%
CCOC(=O)c1c(NC(=O)c2cc(C(C)C)on2)sc(C)c1C	-10%	-9%
CCOc1ccccc1NC(=O)Cn1c(=O)n(-c2ccc(C)c(C)c2)c(=O)c2c(C)c(C(=O)N(C)C)sc21	-18%	12%
CC(C)(C)C1CCc2c(sc(NC(=O)c3ccccc3F)c2C(=O)NCc2ccco2)C1 (stereo not drawn)	-7%	-1%
COc1ccc(OC)c(NC(=O)CSc2c3c(nc4ccccc24)CCCC3)c1	-19%	16%
COc1ccc(NC(=O)C2CCN(C3=NS(=O)(=O)C(c4ccc(C)c(C)c4)=C3C)CC2)cc1OC	-4%	14%
O=C(CSc1cn(CCNC(=O)c2cccc(C(F)(F)F)c2)c2ccccc12)Nc1ccc2c(c1)OCCO2	-4%	?
O=C(COc1ccc(Cl)cc1)Nc1sc2c(c1C(=O)Nc1cccc(Cl)c1)CCCC2	-18%	-9%
CCCN1C(=O)C(Cc2nc3ccccc3c(=O)n2-c2ccc(OC)cc2)c2cc(C)ccc21 (stereo not drawn)	-11%	14%

These rows are one share of the data, so the mix of outcomes need not match the whole.
